Bioassay records deposited in PubChem by National Center for Advancing Translational Sciences (NCATS).
ATXN viability: cell viability loss in ATXN counter-screen; AID 651635; S2 cells (HEK-293 line with an ATXN2-luciferase reporter) viability, CellTiter-Fluor protease fluorescence, 24 h; 400,000 compounds, 0.49% hits; Potency, µM (top dose mostly 56.7 µM), actives largely listed as cytotoxic; also: potency is read from the fitted curve at half-maximal effect; nearly all actives have a fitted effect of over 40% in size
ATXN2 expr inh: ATXN2 expression inhibition; 360,000 compounds, 0.72% hits; Potency, µM (titrated, usually from 57 µM), without a hit: at the top dose activity change, negative = inhibition, usual class: inhibitors; HEK-293 ATXN2-luciferase reporter, luminescence, 24 h; also: potency is read from the fitted curve at half-maximal effect; % is scaled to controls: 0 for no effect and ±100 for the full control effect; nearly all actives have a fitted effect of over 55% in size
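ATXN2-luciferase reporter cells (luciferase flanked by upstream and downstream ATXN2 gene portions) were treated 24 h at 37 °C with compounds at up to 57 uM. SteadyGlo luminescence gave expression; GF-AFC fluorescence gave viability.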
HepG2 viability: HepG2 cytotoxicity, counter-screen for TGF-b inhibitors | 410,000 compounds, 0.76% hits | Potency, µM (series often up to 46.1 µM), for the others: at the highest dose activity change, negative = cytotoxicity, hits mostly cytotoxic | HepG2 CAGA-GFP viability, ATP luminescence, 18 h; also: potency is read from the fitted curve at half-maximal effect; some results filed as inactive show a strong effect at the top dose
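CellTiter-Glo luminescence gave cytotoxicity after 18 hours at 37 degrees C. The cells were HepG2 CAGA-GFP in 1% FBS DMEM, stimulated with 500 pg/mL TGF-beta after compound addition. %Activity was normalised to no-cell wells (complete cell-killing) and DMSO (no toxicity), and curves were fitted and classified.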
Nrf2 block: Nrf2 pathway inhibition; Potency, µM (top dose mostly 46 µM), for inactives: at the highest dose activity change, negative = inhibition, actives largely listed as inhibitors; A549 ARE-Fluc reporter, luciferase luminescence, 18-24 h; AID 504444; 360,000 compounds, 2.1% hits; also: potency is read from the fitted curve at half-maximal effect; % is scaled to controls: 0 for no effect and ±100 for the full control effect; nearly all actives have a fitted effect of over 60% in size
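Quantitative HTS in A549 cells stably bearing an antioxidant response element-firefly luciferase construct. Inhibition of Nrf2-driven transcription was scored by luminescence after 18-24 h of compound exposure at 37 °C.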
MCF10A rerep: induces DNA re-replication in MCF 10a normal breast cells | MCF 10A DNA re-replication, Hoechst nuclear intensity, 48 h | Potency, µM (doses to about 46.1 µM), without a hit: at the highest dose activity, positive = re-replication, most hits filed as activators | 350,000 compounds, 2.9% hits | AID 624296; also: potency is read from the fitted curve at half-maximal effect; % of control where 0% means no effect; nearly all actives have a fitted effect of over 50% in size
A549 tox: kills or reduces viability of A549 cells in Nrf2 counter-screen | A549 ARE-Fluc cells, CellTiter-Fluor viability, 18-24 h | Potency, µM (highest dose often 46 µM), for inactives: at the highest dose activity change, negative = cytotoxicity, usual class: inhibitors | 390,000 compounds, 0.16% hits | AID 504648; also: potency is read from the fitted curve at half-maximal effect; % is scaled to controls: 0 for no effect and ±100 for the full control effect
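A549 ARE-Fluc cells in 5% FBS OPTI-MEM, 5000 cells/well, rested 2 h then exposed to compounds in concentration-response for 18-24 h at 37 °C. Viability by CellTiter-Fluor fluorescence (Ex 405/Em 525) after 30 min; luciferase luminescence (BugLite, 15 min, RT) read afterwards.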
TGFb inhibitor: TGF-b pathway inhibition. Potency, µM (top dose mostly 46.1 µM), for inactives: at the top dose activity, negative = inhibition, actives largely listed as inhibitors. HepG2 CAGA-GFP TGF-b/SMAD3 reporter, GFP fluorescence, 18 h; TGF-beta stimulated, 500 pg/mL final. 410,000 compounds, 1.2% hits; also: potency is read from the fitted curve at half-maximal effect; % is scaled to controls: 0 for no effect and ±100 for the full control effect; nearly all actives have a fitted effect of over 65% in size
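HEPG2 CAGA-GFP, 1000 cells/well; 2 h settle, 37 C; cpd via pin tool; TGF-b 500 pg/mL final; 18 h, 37 C; GFP imaging ex488/em500-530; %Activity normalised to -TGF-b and +DMSO controls; CRC fit, curve class.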
Nrf2 ARE act: activates Nrf2 signaling | AREc32 ARE-luciferase reporter (MCF7-derived line), luminescence, 24 h | Potency, µM (top dose mostly 46.1 µM), inactives show top-dose activation, most hits filed as activators | 410,000 compounds, 0.31% hits | AID 624171; also: potency is read from the fitted curve at half-maximal effect; % of control where 0% means no effect; nearly all actives have a fitted effect of over 65% in size
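For detection, Steady-Glo was added and plates sat 30 min at RT; before that, AREc32_Fluc cells grown overnight in OPTI-MEM/5% FBS had been treated with 23 nL compound for 24 hr at 37 deg C.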
IL1B secr inh: blocks inflammasome-driven IL-1 beta release; THP-1 LPS/ATP IL-1B secretion, AlphaLISA, 16 h; hits give low values; activity change, % at 57.5 µM; 360,000 compounds, 4.7% hits; AID 743279; in the data active = activity change below about -50%; inconclusive = mostly about -30% to -49%; also: % is scaled to controls: 0 for no effect and ±100 for the full control effect
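THP-1 cells pretreated 1 hr with compounds (up to 57.5 uM final), then stimulated with LPS (250 ng/mL final) plus ATP (1.25 mM final); secreted IL-1B measured by AlphaLISA after 16 hr, decreased signal indicating inhibition.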
* hit, by the source's call; i = inactive; ? = inconclusive; nt = not tested or not shown; & = joins results of further samples; [ ] = remark or other dose. Unless noted, calls follow the shape of the dose curve; as a rule, active = well fitted curve in the direction sought with a large enough effect; inconclusive = small, poorly fitted or top-dose-only effect, or another doubt; inactive = no such curve, though single readings can be large; an effect the other way counts as inactive or inconclusive. Hits appear at their usual frequency; any-hit rate near 8.8%.

SMILES	ATXN viability	ATXN2 expr inh	HepG2 viability	Nrf2 block	MCF10A rerep	A549 tox	TGFb inhibitor	Nrf2 ARE act	IL1B secr inh
CCOC(=O)c1c(C)[nH]c(C(=O)C(C)OC(=O)c2cccc(OCc3c(C)noc3C)c2)c1C (stereo unspecified)	i	-21%	13%	nt	12%	?	-2%	6.3%	?
C=C1CCN([C@H](C(=O)Nc2ccc(OC)cc2)C(C)C)S(=O)(=O)c2ccccc21	i	1%	-39%	-18%	?	2%	-26%	0.6%	-11
O=C(c1ccc2c(c1)N(Cc1ccccc1)C(=O)CS2)N1CCOCC1	i	-5%	2%	nt	12%	0%	-23%	-0.1%	-21
CCc1nc(SCC(=O)NCC2CCCO2)c2oc3ccccc3c2n1 (stereo unspecified)	i	4%	-4%	?	5%	-11%	18%	2.7%	2
CC1CCN(C(=O)c2cc(-c3ccc(Cl)c(Cl)c3)on2)CC1	i	57%[activator]	-8%	?	20%	16%	5%	2.2%	-5
CC1(c2nnc(Cc3ccccc3)o2)CC(c2c(Cl)cccc2Cl)=NO1 (stereo unspecified)	i	-15%	-12%	16%	0%	-1%	-1%	-0.3%	18
O=S(=O)(NN=C1CCCCCCC1)c1ccc(Br)cc1	i	0%	-25%	-19%	-4%	3%	1%	3.7%	20
Cc1ccc(-n2c(C)nn(Cc3ccc([N+](=O)[O-])cc3)c2=O)cc1	i	-21%	-13%	-18%	0%	7%	0%	0.1%	-5
CC(=O)c1cccc(N(CC(=O)NC2CCCC2)C(=O)c2ccc(C)s2)c1	i	1%	3%	?	-2%	0%	-9%	2.0%	-5
Cc1cc(C)n(-c2ccc(NC(=O)C3CCCCN3C(=O)c3cccs3)cc2)n1 (stereo unspecified)	i	1%	-1%	-21%	5%	-1%	-14%	1.3%	-11
O=S(=O)(c1ccc(Cl)cc1)c1nc(-c2ccccc2F)oc1NCc1ccccc1	i	1%	-7%	-4%	nt	10%	-19%	-0.4%	nt
CCOP(=O)(OCC)C(Nc1cccc([N+](=O)[O-])c1)c1ccc(OC)cc1 (stereo unspecified)	i	-24%	-7%	7%	24%	2%	15%	2.2%	-13
COc1ccccc1NC(=O)CNC(=O)c1ccccc1C	i	2%	2%	11%	-6%	4%	-1%	0.3%	-2
CS(=O)(=O)N(CC(=O)N/N=C/c1ccccn1)c1ccc(Oc2ccccc2)cc1	i	nt	-19%	6%	0%	-6%	-25%	-0.1%	5
COc1cccc(CNC(=S)NC2CCCC2)c1	i	6%	-36%	?	5%	-10%	-14%	2.2%	7
CNC(=O)c1c(NC(=O)c2ccc(N3C(=O)CCC3=O)cc2)sc2c1CCCC2	i	4%	4%	11%	7%	-1%	0%	-1.0%	-3
CCNc1nc(NCC)n2c(SCC(=O)c3ccccc3F)nnc2n1	i	12%	4%	20%	-43%[inhibitor][9.22 µM]	-4%	-1%	12%	-14
CC(c1ccccc1)n1c(-c2ccncc2)n[nH]c1=S (stereo unspecified)	i	-15%	15%	nt	14%	-2%	6%	-0.8%	31
CCn1c(SCC(=O)NNC(=O)Cc2ccccc2)nnc1-c1ccccc1	i	7%	2%	7%	?	-3%	-19%	0.3%	21
COc1ccc(C(CNC(=O)C(=O)Nc2ccc3c(c2)OCCO3)N2CCN(C)CC2)cc1 (stereo unspecified)	i	-15%	6%	27%	?	6%	24%	0.3%	-5
CCCN1C(=O)S/C(=C/c2ccc(N3CCOCC3)o2)C1=O	i	24%	-99%	?	?	-10%	-8%	20%	-91*
CCOc1ccc(C2c3[nH]c4ccccc4c3CCN2C(=O)CSc2ccccc2)cc1 (stereo unspecified)	nt	nt	-7%	nt	nt	-3%	-15%	4.5%	nt
Cc1ccc(CC(=O)Nc2cc(C)on2)cc1	i	18%	-14%	3%	6%	-5%	-29%	?	-3
COc1cccc(OCCCN2CCCCC2)c1	i	3%	3%	nt	-3%	-1%	26%	-0.3%	10
Cc1[nH]c(C)c(S(=O)(=O)N2CCN(c3ccccc3)CC2)c1C(=O)N1CCCCC1	i	9%	-4%	-3%	6%	5%	13%	0.1%	-2
Cc1ccc(-n2nnnc2SCc2ccc(C(=O)O)cc2)cc1C	i	1%	5%	?	?	-6%	1%	-0.4%	46
Cc1[nH]c(=O)[nH]c(=O)c1/C=N/NC(=O)[C@H](C)NC(=O)OC(C)(C)C	i	7%	-30%	5%	18%	-8%	-3%	-0.1%	8
N=c1c2c(ncn1CCCO)Oc1c(ccc3ccccc13)C2c1ccccc1 (stereo unspecified)	14µM*	nt	-118%	-15%	?	-22%	?	8.4%	-28
COC(=O)c1c(NC2=NS(=O)(=O)c3ccccc32)sc2c1CCC(C(C)(C)C)C2 (stereo unspecified)	i	2%	-11%	1%	?	0%	-25%	-0.2%	20
CNCc1ccccc1Sc1ccc(O)c(O)c1	i	-29%	-25%	-6%	?	-14%	?	?	-125*
CC(=O)c1cccc(CN2CCN(CC=C(C)C)C(CCO)C2)c1 (stereo unspecified)	i	2%	3%	4%	10%	-2%	0%	0.1%	4
COc1ccccc1OCC(=O)N(Cc1ccco1)Cc1ccccc1F	nt	nt	-21%	-2%	nt	5%	?	6.0%	nt
Cn1ccnc1SCC(=O)c1cccc(C(F)(F)F)c1	i	33%	-12%	5%	4%	5%	-18%	1.4%	-7
C=CCN1C(=O)c2ccc(C(=O)NCCc3ccc(F)cc3)cc2C1=O	?	0%	9%	4%	-2%	-9%	-23%	-0.6%	7
O=C(CCc1nc2ccccc2c(=O)[nH]1)NCCN1C(=O)S/C(=C\c2ccccc2Cl)C1=O	i	4%	-6%	?	12%	-14%	-7%	4.7%	-13
COc1cc(Br)c(-c2sc(Nc3ccccc3)n[n+]2-c2ccc(F)cc2)cc1OC	i	0%	-17%	8%	-6%	-10%	15%	16%	-13
CCN(CC)c1ccc(NC(=O)c2ccccc2F)cc1	i	19%	-15%	?	?	-24%	5%	-0.3%	16
CSc1nnc(Cc2ccc3c(c2)OCO3)o1	i	19%	3%	-5%	2%	-3%	-6%	0.3%	-3
COc1ccc(Cl)cc1-c1cc(C(=O)Nc2ccc(Br)cc2)[nH]n1	i	?	-14%	nt	nt	nt	?	8.2%	?
CCSc1nnc(NC(=O)c2cccc(S(=O)(=O)N(C)c3ccc(C)cc3)c2)s1	i	-2%	-28%	-7%	?	1%	-11%	-0.9%	0
Cc1ccc(C(=O)Nc2ccc(F)cc2)cc1S(=O)(=O)N1CCOCC1	i	10%	-23%	nt	nt	-7%	-21%	4.4%	nt
COC(=O)C1=CO[C@@H](O[C@@H]2OC(CO)[C@@H](O)[C@@H](O)[C@@H]2O)C2C1CC[C@]2(C)O (stereo partly specified)	i	9%	3%	3%	-1%	1%	22%	1.3%	20
CC(=O)Oc1ccc2c(c1)C(=O)c1ccccc1CO2	i	18%	-7%	2%	24%	0%	-2%	11%	-7
CCCCCCCCN1[C@@H](CC(=O)O)c2cc(F)ccc2S1(=O)=O	i	6%	-15%&-3%	5%	?	-1%	-3%&-2%	-0.6%	23
COCCn1c(SCc2nnc(-c3ccc(OC)c(OC)c3)o2)nnc1-c1ccncc1	i	-7%	1%	?	9%	-5%	-14%	3.5%	13
CN1C(=O)NC(NC(=O)c2ccco2)(C(F)(F)F)C1=O (stereo unspecified)	i	15%	0%	-3%	0%	nt	1%	-0.4%	3
COc1cccc(-c2noc(C3CCCN(C(=O)c4ccc(F)cc4F)C3)n2)c1 (stereo unspecified)	i	-36%	23%	?	15%	2%	-1%	7.4%	-2
Cc1cccc(NC(=S)NC(C)CCc2ccccc2)c1 (stereo unspecified)	i	-9%	-34%	-12%	2%	0%	-23%	0.0%	-96*
Cc1ccc(C)c(OC(C)C(=O)Nc2ccc(S(=O)(=O)Nc3nccs3)cc2)c1 (stereo unspecified)	nt	-11%	-20%	-28%	1%	3%	-21%	0.0%	14
CC1CC(=O)NN=C1c1ccc(N)c([N+](=O)[O-])c1 (stereo unspecified)	i	3%	-27%	-4%	-8%	-12%	7%	7.1%	-13
Clc1ccc(-c2nc3ccncc3[nH]2)cc1	i	37%[activator]	-81%	?	2%	-3%	-18%	6.0%	4
O=C(NCc1cccc(Cl)c1)c1ccc(-c2cccnc2)c2ccoc12	i	12%	-3%	nt	nt	nt	7%	-1.1%[9.22 µM]	-14
COC(=O)/C(C#N)=C/c1c(N2CCN(c3ccccc3)CC2)nc2ccccn2c1=O	i	18%	5%	26%	6%	-10%	34%[activator]	9.6%	-7
C[C@H](NC(=O)c1ccccc1Cl)C(=O)OCCOc1ccc(Cl)cc1	i	9%	2%	1%	1%	2%	-6%	-0.1%	16
COc1ccc(CN2CCN(C(=O)c3ccc(S(=O)(=O)N4CCCCCC4)cc3)CC2)cc1	i	-34%	11%	?	?	-3%	-6%	3.6%	?
COC(=O)c1ccc(NC(=O)C2CC3CCC2C3)cc1 (stereo unspecified)	i	87%[activator]	-18%	2%	23%	-2%	-2%	0.5%	5
COc1ccc(NC(=O)c2ccc3c(c2)C(=O)N(Cc2ccncc2)C3=O)cc1S(N)(=O)=O	i	2%	-10%	3%	0%	4%	16%	-0.7%	8
